Source: PubChem
TLR9-MyD88 block: blocks human TLR9 binding to MyD88. Q9NR96+Q99836. CHO BLA complementation TLR9-MyD88, CCF4 FRET ratio. inhibition, % at 4.98 µM. hit rate 0.21% among 340,000. AID 504734;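 active = inhibition above the mean over all tested compounds plus 3 SD, cut at about 21% in these data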;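 note: 0% = DMSO only wells and 100% = clavulanate BLA inhibitor control wells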
Target sequence (Q99836 whole entry, looked up): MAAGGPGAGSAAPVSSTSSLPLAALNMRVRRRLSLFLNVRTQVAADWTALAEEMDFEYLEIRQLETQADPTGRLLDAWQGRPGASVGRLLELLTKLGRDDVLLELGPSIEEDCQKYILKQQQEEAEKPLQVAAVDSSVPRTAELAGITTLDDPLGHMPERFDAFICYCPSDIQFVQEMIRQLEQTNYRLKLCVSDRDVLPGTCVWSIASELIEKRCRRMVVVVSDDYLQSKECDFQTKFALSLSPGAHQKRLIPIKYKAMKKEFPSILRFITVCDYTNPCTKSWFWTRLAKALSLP
Target sequence (Q9NR96 whole entry, looked up): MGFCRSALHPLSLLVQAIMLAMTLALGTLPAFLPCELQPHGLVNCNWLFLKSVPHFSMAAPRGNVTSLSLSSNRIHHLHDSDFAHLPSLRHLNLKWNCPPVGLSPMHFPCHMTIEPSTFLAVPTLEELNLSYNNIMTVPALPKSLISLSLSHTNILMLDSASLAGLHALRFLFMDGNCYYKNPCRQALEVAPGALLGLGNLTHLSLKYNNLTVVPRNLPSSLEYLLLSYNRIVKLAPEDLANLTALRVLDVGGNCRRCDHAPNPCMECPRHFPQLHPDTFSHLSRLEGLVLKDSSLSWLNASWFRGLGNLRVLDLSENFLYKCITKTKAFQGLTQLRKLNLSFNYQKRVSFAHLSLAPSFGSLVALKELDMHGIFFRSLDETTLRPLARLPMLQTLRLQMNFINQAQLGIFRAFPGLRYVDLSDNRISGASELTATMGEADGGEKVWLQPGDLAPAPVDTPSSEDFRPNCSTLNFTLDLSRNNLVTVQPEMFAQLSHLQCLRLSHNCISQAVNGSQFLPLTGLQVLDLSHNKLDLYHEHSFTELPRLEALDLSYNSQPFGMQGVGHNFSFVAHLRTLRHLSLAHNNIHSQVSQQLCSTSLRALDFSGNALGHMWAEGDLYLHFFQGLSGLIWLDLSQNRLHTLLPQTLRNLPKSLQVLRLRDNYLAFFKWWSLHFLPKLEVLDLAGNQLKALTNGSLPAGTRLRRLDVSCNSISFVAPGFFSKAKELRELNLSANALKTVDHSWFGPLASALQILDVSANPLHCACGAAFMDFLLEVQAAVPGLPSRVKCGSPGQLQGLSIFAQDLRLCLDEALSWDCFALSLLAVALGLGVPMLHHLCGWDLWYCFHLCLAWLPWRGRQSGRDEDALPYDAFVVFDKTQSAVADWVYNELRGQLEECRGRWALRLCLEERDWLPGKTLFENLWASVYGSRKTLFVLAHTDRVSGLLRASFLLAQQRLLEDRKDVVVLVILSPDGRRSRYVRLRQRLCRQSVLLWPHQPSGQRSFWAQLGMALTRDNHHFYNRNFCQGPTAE
N-glyco inh: N-linked glycosylation inhibition. D54 ERlucT glycosylation luciferase reporter, 24 h; percent of 100 nM tunicamycin response. reporter increase, % at 12.5 µM. hit rate 0.23% among 360,000. AID 588692;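 active = mean luciferase reporter signal, scaled so untreated is 0 and the glycosylation-blocking control 100, at or above a set limit in every replicate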;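 note: luciferase carries N-glycosylation sites so blocking glycosylation raises the light; 0% = median of neutral control wells and 100% = median of 100 nM tunicamycin wells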
NOD2-RIPK2 inh: blocks binding of human NOD2 to RIPK2; O43353; CHO BLA complementation NOD2-RIPK2, CCF4 ratio; inhibition, % at 4.98 µM; hit rate 0.38% among 360,000; in the data active = inhibition above about 21%;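 note: 0% = vehicle only and 100% = reference blocker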
aDG glyco up: increases alpha dystroglycan glycosylation; Pro5-aDG cells, alpha-DG glycosylation AlphaScreen (IIH6); 0% Pro5, 100% B10-LARGE cell signal; activation, % at 10 µM; AID 624168; hit rate 0.22% among 360,000;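 active = activation of at least 8% versus controls, or a plate z-score of at least 8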;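 note: Pro5 are CHO cells carrying HIG-tagged alpha-DG that lacks glycosylation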
ABCB6 inh MLPCN: human ABCB6 transporter inhibition; Q9NP58; K562-ABCB6 porphyrin accumulation, flow cytometry, 1 h; hits give low values; fluorescence ratio to DMSO, % at 10 µM; hit rate 0.19% among 360,000; AID 602162;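 active = fluorescence ratio to DMSO below 75%, the collection mean minus 3 SD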;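 note: signal is porphyrin accumulated inside mitochondria; 100% equals median channel fluorescence of DMSO control wells; lower ratio means ABCB6 inhibition with less porphyrin fluorescence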
Vif inh: HIV Vif inhibition | HEK293T cells, Vif self-association by quenched fluorescence, imaging, 24 h | hit rate 0.35% among 340,000 | inhibition, % at 7.49 µM; in the data active = inhibition above about 50%, passing the limit was not always enough; note: some results filed as inactive read as strong as hits
ABHD5 PLIN5 PPI: blocks binding of human ABHD5 to perilipin-5; hit rate 0.78% among 360,000; AID 602281; Q00G26+Q8WTS1; Split G. princeps luciferase complementation, luminescence, 4 h; inhibition, % at 4 µM;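 active = inhibition above the mean inhibition across every tested compound plus 3 SD, cut at about 22% in these data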;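 note: 0% = DMSO only wells and the 100% control is not disclosed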
Granule exo inh: lytic granule exocytosis inhibition; TALL-104 LAMP-1 surface exposure, flow cytometry; cells stimulated with thapsigargin and PMA; inhibition, % at 10 µM; hit rate 0.66% among 360,000;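 active = inhibition above about 55%, limit read from the data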
MC4R barr agon: activates human MC4R beta-arrestin recruitment. P32245. U2OS MC4R beta-arrestin complementation, luminescence; percent of melanotan II response, DMSO zero. activation, % at 8.9 µM. hit rate 0.98% among 360,000;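 active = activation above a per-plate cutoff, the mean activation of sample wells on that plate plus 3 SD, cut at about 8% in these data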
MC4R antagonist: blocks human MC4R cAMP signaling; P32245; MC4R-expressing cells, MTII-stimulated cAMP, LANCE TR-FRET; hit rate 0.48% among 360,000; inhibition, % at 6.5 µM;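 active = inhibition above its plate's cutoff, the mean of tested wells on that plate plus 3 SD, cut at about 29% in these data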;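 note: 0% = Melanotan II alone and 100% = Melanotan II plus saturating MCL0020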
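Material – human MC4R-expressing U2OS cells · Repeats – no replicates · Detection – TR-FRET with Eu-cAMP and labeled anti-cAMP, 671 nm · Times – compound 30 min, challenge 1 h, detection 1 h · Compound – single nominal compound dose of 6.5 µM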
* = called active by the depositor; . = not tested or not shown. Not all compounds are listed; the hit share may differ from the screen's.

Sample of the layout, 3 compounds:
SMILES | TLR9-MyD88 block | N-glyco inh | NOD2-RIPK2 inh | aDG glyco up | ABCB6 inh MLPCN | Vif inh | ABHD5 PLIN5 PPI | Granule exo inh | MC4R barr agon | MC4R antagonist
Cc1cc(C)cc(NS(=O)(=O)c2cc(C(=O)NCc3ccccn3)ccc2Cl)c1 | 2 | -4 | 3 | 0.1 | 98 | -2 | 1 | -3 | 0.5 | 16
CCOC(=O)c1[nH]c(C)c(C(=O)OCC(=O)NCc2ccc(OC)c(OC)c2)c1C | 2 | 0 | -10 | 0.0 | 81 | -14 | 8 | 4 | 2.3 | 8
COC(=O)Cn1c(=O)c(C(=O)CCl)c(N)n(Cc2ccccc2)c1=O | 3 | -4 | -7 | 0.1 | 97 | 5 | 0 | 10 | 2.5 | 22

The listing, from the start:
SMILES | TLR9-MyD88 block | N-glyco inh | NOD2-RIPK2 inh | aDG glyco up | ABCB6 inh MLPCN | Vif inh | ABHD5 PLIN5 PPI | Granule exo inh | MC4R barr agon | MC4R antagonist
Cc1cc(C)cc(NS(=O)(=O)c2cc(C(=O)NCc3ccccn3)ccc2Cl)c1 | 2 | -4 | 3 | 0.1 | 98 | -2 | 1 | -3 | 0.5 | 16
CCOC(=O)c1[nH]c(C)c(C(=O)OCC(=O)NCc2ccc(OC)c(OC)c2)c1C | 2 | 0 | -10 | 0.0 | 81 | -14 | 8 | 4 | 2.3 | 8
COC(=O)Cn1c(=O)c(C(=O)CCl)c(N)n(Cc2ccccc2)c1=O | 3 | -4 | -7 | 0.1 | 97 | 5 | 0 | 10 | 2.5 | 22
Cc1cccc(NC(=O)CSc2nnc(C)n2Cc2ccccc2)c1 | 6 | 1 | 2 | 0.1 | 96 | 2 | -4 | 0 | 0.7 | 12
COc1ccccc1N1CCN(C(=O)CCC(=O)O)CC1 | -3 | 2 | -11 | 0.2 | 105 | -9 | 6 | 7 | -1.1 | 21
CC(C(=O)N1CCN(c2ccccc2F)CC1)c1ccc([N+](=O)[O-])cc1 (stereo unspecified) | -2 | -4 | 0 | -0.1 | 96 | 11 | -8 | 15 | -0.4 | -2
Cc1ccc(/C=N/n2c(C)n[nH]c2=S)o1 | 9 | 2 | -3 | 0.0 | 96 | 3 | -1 | 0 | -1.6 | 7
Cc1c(Cl)cccc1N(Cc1ccc(C(=O)O)cc1)S(=O)(=O)c1ccccc1 | 2 | 0 | 4 | -0.2 | 94 | -8 | 6 | 2 | -3.8 | 0
Cc1cc(C)n(CC2CC(=O)N(c3ccc(Cl)c(Cl)c3)C2=O)n1 (stereo unspecified) | -10 | 3 | 6 | -0.1 | 89 | 7 | -8 | -2 | -0.6 | 2
Cc1cccc(C)c1Cn1c(C)c(C(=O)NCc2ccccc2C(F)(F)F)sc1=O | . | -3 | -4 | 0.2 | 99 | 1 | -2 | 8 | -0.1 | 3
O=C(N/N=C/c1cc([N+](=O)[O-])ccc1O)NC12CC3CC(CC(C3)C1)C2 | 9 | 5 | -4 | -0.4 | 95 | 7 | -5 | 3 | -1.1 | 1
O=C(c1cc2nc(-c3ccc(Cl)cc3)cc(C(F)(F)F)n2n1)N1CCOCC1 | -10 | -2 | -10 | 0.1 | 99 | -6 | -3 | -2 | -1.0 | 12
COc1cccc(Nc2nc3ccc(OC)cc3s2)c1 | 5 | -2 | 2 | -0.2 | 97 | -17 | 2 | 0 | 0.6 | 12
COc1cccc(-c2nnc(-c3ccc(C(F)(F)F)cc3)o2)c1OC | -5 | 1 | 0 | 0.0 | 97 | 7 | -8 | -4 | -0.6 | 3
CCCCOc1ccc(NC(=O)CSc2nnnn2C)cc1 | 8 | 0 | -13 | 0.0 | 97 | 16 | -3 | -2 | -1.6 | -4
CC(=O)c1c(O)cc2c3c1OC(C)(C)C1CCC(C)(CC31)O2 (stereo unspecified) | 8 | -11 | -4 | -0.3 | 91 | 0 | 1 | 12 | 2.2 | 16
COc1cccc(C2C(=O)c3ccccc3C2=O)c1 | . | 2 | -1 | 0.0 | 99 | -1 | 2 | -7 | 0.3 | 14
O=c1[nH][nH]cc1C=NCc1cccnc1 | 5 | -2 | -9 | 0.1 | 105 | -15 | -2 | 26 | -1.6 | 4
CCCCn1c(NC(=O)c2ccccc2)c(C#N)c2nc3ccccc3nc21 | -6 | 3 | 8 | 0.5 | 146 | 52* | -49 | 14 | -2.4 | 15
NS(=O)(=O)c1ccc(CCNC(=O)CCS(=O)(=O)c2ccc(Br)cc2)cc1 | 6 | 0 | 5 | 0.1 | 96 | -1 | -6 | -3 | 0.3 | 4
CC(CCC(C)OC(=O)c1ccccc1C(=O)O)OC(=O)c1ccccc1C(=O)O (stereo unspecified) | 6 | 2 | 2 | 0.1 | 95 | 12 | 4 | -10 | -1.8 | 3
CC(=Nc1ccccc1)c1sc2ccccc2c1O | 7 | -8 | -14 | -0.2 | 98 | . | -3 | 0 | -0.2 | -9
Cc1cc(O)c(/C=N/Nc2ccc(Cl)cc2)c(=O)o1 | 8 | 3 | 1 | 6.5* | 118 | 5 | 5 | 3 | -0.6 | -2
Cc1ccc(Sc2ccc(NC(=O)c3ccc(S(C)(=O)=O)cc3Cl)cc2)cc1 | -2 | -3 | -2 | 0.0 | 98 | -4 | -9 | -1 | 6.6 | 108*
CCOC(=O)C1=NNC2C(=O)N(Cc3ccccc3)C(=O)C12 (stereo unspecified) | -12 | 2 | 2 | 0.0 | 96 | 4 | 2 | 4 | -0.1 | 8
O=C(O)CCC(=O)N1N=C(c2c(-c3ccccc3)c3cc(Cl)ccc3[nH]c2=O)CC1c1cccs1 (stereo unspecified) | 7 | 1 | -9 | -0.1 | 116 | 5 | 5 | -13 | 3.4 | 11
Cc1nc2cc(C(=O)OCC(=O)NC3CCS(=O)(=O)C3)ccc2n1-c1ccccc1 (stereo unspecified) | 7 | 1 | -1 | -0.4 | 96 | . | -2 | 2 | 1.4 | 22
CC1CC2(CCCC2)Nc2ccc(F)cc21 (stereo unspecified) | -6 | 5 | -1 | 0.1 | 95 | -9 | -6 | -9 | 0.2 | -1
CC1Cc2nc(SCC(=O)Nc3ccc4c(c3)OCCO4)n(C)c(=O)c2S1 (stereo unspecified) | -5 | 3 | 1 | 0.9 | 109 | . | 2 | -2 | -0.7 | 15
COc1cc(S(=O)(=O)N2CCN(C(=O)c3ccco3)CC2)c(OC)cc1C | 2 | -1 | -2 | -0.1 | 96 | -6 | -4 | -1 | 1.1 | 18
CC(C)(C)C(=O)N(CCN(C(=O)C(C)(C)C)c1ccccc1)c1ccccc1 | -9 | -4 | -2 | 0.2 | 102 | -3 | -1 | -3 | 4.5 | 6
CCc1cccc2c(=O)c(C(=O)NCCCOC)c[nH]c12 | -4 | 2 | 4 | -0.2 | 102 | -3 | -6 | -1 | 2.0 | 10
CCCc1nnc(SCC(=O)O)n1/N=C/c1ccc2c(c1)OCO2 | -11 | 0 | -2 | 0.0 | 97 | 2 | -7 | -1 | -0.5 | 4
CC(=O)Nc1ccc(S(=O)(=O)NCC2CCC(C(=O)N3CC(C)CC(C)C3)CC2)cc1 (stereo unspecified) | 5 | -2 | 8 | -0.1 | 98 | 5 | 7 | -7 | 0.1 | 7
COC(=O)C1C(O)=C(C=Nc2ccccc2)C(=O)CC1(C)C (stereo unspecified) | 6 | 3 | 3 | 0.0 | 91 | -5 | -7 | 0 | -1.6 | 4
CCc1noc(C)c1C(=O)OCC(=O)NCc1ccccc1 | 9 | 1 | 8 | -0.2 | 95 | 0 | 7 | 5 | -1.1 | 0
COCCn1c(C)cc(C(=O)CSc2nncn2-c2ccccc2)c1C | 1 | 1 | -3 | 2.2 | 99 | -14 | -2 | -4 | -0.2 | 4
Cc1ccc(NC(Cc2cc(C)no2)c2ccccc2)cc1 (stereo unspecified) | 1 | -2 | 0 | -0.4 | 96 | -9 | 0 | 1 | -0.8 | 2
Cc1ccc(S(=O)(=O)N(C)Cc2ccc(-c3nnc4n3CCC4)cc2)cc1 | -6 | 0 | -1 | -0.6 | 92 | -5 | -3 | 1 | 1.4 | -2
COc1ccc2nc3oc(C(=O)NCc4cccs4)cc3cc2c1 | 3 | 0 | 11 | 0.2 | 101 | . | 3 | -2 | -0.8 | 1
CCOc1ccc(-n2ccnc2SCC(=O)Nc2cc(C)on2)cc1 | 6 | -1 | 2 | 0.7 | 95 | -5 | -7 | -3 | -1.5 | -2
O=C1O/C(=C/c2ccccc2)N=C1c1ccccc1 | -4 | 0 | -17 | -0.1 | 104 | -1 | 8 | -3 | 0.4 | -3
Cc1cccc(NC(=O)C2CCCN(c3nc(C)cc(C)n3)C2)c1 (stereo unspecified) | -7 | 0 | 2 | 0.2 | 101 | -3 | 1 | -3 | 0.1 | 1
Cn1c(=O)c2cc(NC(=O)NCCc3cccs3)ccc2n1Cc1ccccc1 | . | -5 | -4 | 0.1 | 94 | -11 | 1 | 3 | 0.2 | -3
Cc1ccc(C(=O)NCC(=O)NCCCc2ccccc2)cc1 | 0 | 3 | -2 | -0.1 | 98 | -1 | 1 | -2 | -1.0 | 13

Four compounds picked at random from the list so far:
SMILES | TLR9-MyD88 block | N-glyco inh | NOD2-RIPK2 inh | aDG glyco up | ABCB6 inh MLPCN | Vif inh | ABHD5 PLIN5 PPI | Granule exo inh | MC4R barr agon | MC4R antagonist
O=C1O/C(=C/c2ccccc2)N=C1c1ccccc1 | -4 | 0 | -17 | -0.1 | 104 | -1 | 8 | -3 | 0.4 | -3
COC(=O)C1C(O)=C(C=Nc2ccccc2)C(=O)CC1(C)C (stereo unspecified) | 6 | 3 | 3 | 0.0 | 91 | -5 | -7 | 0 | -1.6 | 4
Cn1c(=O)c2cc(NC(=O)NCCc3cccs3)ccc2n1Cc1ccccc1 | . | -5 | -4 | 0.1 | 94 | -11 | 1 | 3 | 0.2 | -3
Cc1ccc(S(=O)(=O)N(C)Cc2ccc(-c3nnc4n3CCC4)cc2)cc1 | -6 | 0 | -1 | -0.6 | 92 | -5 | -3 | 1 | 1.4 | -2

Continued:
SMILES | TLR9-MyD88 block | N-glyco inh | NOD2-RIPK2 inh | aDG glyco up | ABCB6 inh MLPCN | Vif inh | ABHD5 PLIN5 PPI | Granule exo inh | MC4R barr agon | MC4R antagonist
Cc1nc(Sc2nnnn2C)c2c3c(sc2n1)CCC3 | 3 | -1 | -6 | -0.1 | 93 | 97* | 1 | -1 | -2.5 | -14
O=C(NCc1ccc(F)cc1)C(c1ccco1)N(C(=O)c1csnn1)C1CC1 (stereo unspecified) | -2 | 3 | -17 | -0.1 | 92 | -1 | -5 | 1 | 0.6 | 18
Cc1ccccc1NC(=O)Cn1nc(-c2ccccc2)nc1-c1ccccc1 | 9 | 2 | -1 | 3.1 | 91 | -1 | 10 | -4 | 4.8 | 2
O=S(=O)(Nc1ccc2c(c1)CCC2)c1cccs1 | 0 | -2 | -4 | 0.0 | 101 | 3 | 1 | -6 | -1.4 | 10
c1ccc(-n2ncc3c(NCc4ccco4)ncnc32)cc1 | -1 | 11 | -11 | 0.0 | 85 | -2 | 0 | -2 | -1.1 | 0
COc1ccc(OCC(=O)NN2Cc3ccccc3C2=N)cc1 | 5 | 3 | 7 | 0.0 | 97 | 12 | 12 | -2 | 1.1 | 6
Cc1c(NC(=O)Cn2ccc([N+](=O)[O-])n2)c(=O)n(-c2ccccc2)n1C | -5 | 1 | -8 | 0.0 | 101 | 0 | 0 | 0 | -2.8 | 3
